pCIP destab = p/CIP-EGFP fusion destabilizers, primary screen, fluorescence, F442A cells. decrease of EGFP signal, % at 10 µM. 0.01% of 290,000 active. 16 h. AID 1984, 2009;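 active = EGFP signal decrease of at least 30% at 10 µM or well 3 SD below plate mean, unless failing retest; inactive = the rest, including hits failing retest or dose response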; also: some compounds called inactive have numbers as strong as hits; many of its hits are not listed in these tables
Target sequence (Q05BA5 1-1403): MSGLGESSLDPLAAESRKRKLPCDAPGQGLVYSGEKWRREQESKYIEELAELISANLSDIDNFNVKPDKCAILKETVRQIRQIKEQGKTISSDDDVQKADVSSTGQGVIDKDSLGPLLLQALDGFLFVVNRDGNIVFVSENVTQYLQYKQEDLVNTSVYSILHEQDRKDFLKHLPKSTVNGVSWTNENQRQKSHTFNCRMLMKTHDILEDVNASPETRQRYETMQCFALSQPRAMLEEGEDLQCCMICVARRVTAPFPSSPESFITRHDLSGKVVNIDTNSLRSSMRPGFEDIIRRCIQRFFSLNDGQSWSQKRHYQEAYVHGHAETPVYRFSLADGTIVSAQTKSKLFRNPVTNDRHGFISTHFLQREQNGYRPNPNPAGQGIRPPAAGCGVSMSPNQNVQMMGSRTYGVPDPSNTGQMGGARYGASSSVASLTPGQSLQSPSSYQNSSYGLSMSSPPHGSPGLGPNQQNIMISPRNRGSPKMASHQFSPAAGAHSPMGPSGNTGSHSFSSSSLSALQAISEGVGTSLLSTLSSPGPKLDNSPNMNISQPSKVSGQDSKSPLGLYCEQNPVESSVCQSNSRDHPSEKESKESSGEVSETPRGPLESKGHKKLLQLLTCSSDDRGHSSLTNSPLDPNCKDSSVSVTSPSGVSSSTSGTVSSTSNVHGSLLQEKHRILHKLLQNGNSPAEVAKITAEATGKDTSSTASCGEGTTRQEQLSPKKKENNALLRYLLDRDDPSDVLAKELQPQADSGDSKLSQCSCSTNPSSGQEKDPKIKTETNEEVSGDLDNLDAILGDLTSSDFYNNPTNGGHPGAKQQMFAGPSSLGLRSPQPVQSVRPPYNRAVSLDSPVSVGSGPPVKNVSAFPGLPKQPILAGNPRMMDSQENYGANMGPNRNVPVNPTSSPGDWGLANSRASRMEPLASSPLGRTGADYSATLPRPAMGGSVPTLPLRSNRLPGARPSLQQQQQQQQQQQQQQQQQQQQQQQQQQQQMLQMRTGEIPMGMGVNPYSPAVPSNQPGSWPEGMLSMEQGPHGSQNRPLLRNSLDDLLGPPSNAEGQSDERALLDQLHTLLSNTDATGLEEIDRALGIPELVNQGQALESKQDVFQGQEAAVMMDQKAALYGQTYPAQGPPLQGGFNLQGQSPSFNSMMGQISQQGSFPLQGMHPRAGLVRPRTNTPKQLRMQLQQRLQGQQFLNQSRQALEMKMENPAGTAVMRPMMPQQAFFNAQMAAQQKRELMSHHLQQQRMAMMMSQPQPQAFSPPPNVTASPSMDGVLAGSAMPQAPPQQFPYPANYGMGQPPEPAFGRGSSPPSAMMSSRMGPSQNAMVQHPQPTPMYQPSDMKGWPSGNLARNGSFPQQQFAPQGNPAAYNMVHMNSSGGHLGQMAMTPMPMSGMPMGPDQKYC
UBC9 SUMO inh = inhibitors of in vitro SUMOylation cascade, primary screen, biochemical, HTRF, uHTS. HTRF SUMOylation assay, SAE1/SAE2 + UBC9. SUMO-conjugating enzyme UBC9 (Homo sapiens), P63279. inhibition, % at 35 µM. 0.36% of 290,000 active; in the data active = inhibition above about 50%, passing the limit was not always enough; also: strong numbers were not always called active
MEKK3 PB1 HTS = modulators of MEKK3-MEK5 PB1 binding, primary screen, biochemical, wildtype MEKK3, multiplex bead flow cytometry, Alexa488-MEK5; Mitogen-activated protein kinase kinase kinase 3 (Homo sapiens), Q99759; binding response (% of control), % at 10 µM; 1.4% of 290,000 active; bead-based flow cytometry, Alexa488-MEK5 binding to MEKK3; actives lie on both sides; 0 = blocked by unlabeled MEK5, 100 = vehicle;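 active = binding response more than 3 SD above or below the average of its plate-row segment, actives on both sides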;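 also: Alexa488 bead fluorescence after subtracting the streptavidin-only scavenger bead signal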
VIM-2 inh = VIM-2 metallo-beta-lactamase inhibitors, primary screen, biochemical, epi-absorbance readout, Pseudomonas aeruginosa enzyme | purified VIM-2, nitrocefin hydrolysis, epi-absorbance fluorescence | inhibition, % at 5.6 µM | 0.89% of 290,000 active;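 active = inhibition above the mean of all tested compounds plus 3 SD, cutoff set per screening run, cut at about 7.5% in these data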;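 also: red hydrolysis product quenches plate fluorescence so inhibitors raise well fluorescence; 0% = enzyme with DMSO and 100% = DMSO without enzyme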
PHOSPHO1 block = PubChem AID 1565. Phosphoethanolamine/phosphocholine phosphatase (Homo sapiens), Q8TCT1. recombinant PHOSPHO1, absorbance phosphatase assay. inhibition, % at 13.3 µM. 1.1% of 290,000 active; in the data active = inhibition above about 60%
DNA FID counter = compounds displacing fluorescent DNA intercalator, primary screen, artefact control for HCV NS3 helicase inhibitor project, biochemical, FID fluorescence; DNA fluorescent intercalator displacement; inhibition, % at 7.9 µM; 0.17% of 290,000 active; AID 1845, 2009; in the data active = inhibition above about 37%;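 also: 0% = vehicle and 100% = reference compound; higher means more ethidium bromide displaced from hairpin DNA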
IDE cell activ = human IDE activators in live cells, primary screen, fluorescence polarization, HEK cells, FAbeta-B substrate; 0.073% of 340,000 active; activation, % at 5.96 µM; Insulin-degrading enzyme (Homo sapiens), P14735; FAbeta-B cleavage; 0% vehicle, 100% cell-free pure enzyme wells;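 active = activation above the mean of all tested compounds plus 3 SD, set per screening campaign, cut at about 17% in these data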
HCV NS3 hel inh = inhibitors of HCV NS3 helicase, primary screen, biochemical, Cy5 molecular beacon fluorescence. inhibition, % at 10.9 µM. NS3 helicase DNA unwinding. 0.56% of 290,000 active;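 active = inhibition above the mean of all tested compounds plus 3 SD, set per campaign, cut at about 35% in these data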;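 also: 0% = DMSO wells and 100% = thioflavine S control wells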
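Compound dosing – single dose, 10.9 µM nominal final, DMSO 0.8% final · System – NS3 helicase fragment of HCV · Buffer or medium – MOPS pH 6.5, MgCl2, DTT, Tween20, BSA · Signal – Cy5 beacon fluorescence read at start and 1 h · Also added – annealed dual-labelled DNA beacon duplex, ATP-started · Schedule – 1 h at 25 °C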
IMP-1 inhibitor = IMP-1 metallo-beta-lactamase inhibitors, primary screen, biochemical, epi-absorbance readout, Pseudomonas aeruginosa enzyme; inhibition, % at 5.6 µM; 0.45% of 290,000 active; purified IMP-1, nitrocefin hydrolysis, epi-absorbance fluorescence; metallo-beta-lactamase IMP-1 (Pseudomonas aeruginosa);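 active = inhibition above the mean plus 3 SD of all compounds in the same screening run, cut at about 4.5% in these data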;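 also: 0% = IMP-1 with DMSO and 100% = DMSO wells lacking enzyme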
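System: purified IMP-1; amount: IMP-1 0.2 nM before substrate addition; compound: single dose, 5.6 µM; times: 25 °C, 15 min preincubation, 25 min reaction; signal: Epi-absorbance via hydrolysed-nitrocefin quenching of white-plate fluorescence, 480/530 nm, EDTA stop; benchmarks: DMSO with and without IMP-1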
An asterisk follows results filed as active; . = no result given; [ ] = another dose, or the depositor's remark.

no.	Structure	pCIP destab	UBC9 SUMO inh	MEKK3 PB1 HTS	VIM-2 inh	PHOSPHO1 block	DNA FID counter	IDE cell activ	HCV NS3 hel inh	IMP-1 inhibitor
1	CCCCn1nnnc1SCC(=O)Nc1ccc2c(c1)OCCO2	-8.2	7.8	101.0	-1.1	-4.2	-12.1	2.6	-12.0	1.4
2	c1ccc(CNCCN2CCNCC2)nc1	-3.1	-5.9	98.0	-0.7	6.8	-2.7	2.8	-0.9	-3.1
3	Cc1c(Cl)cccc1NC(=O)CN1C(=O)CSc2ncccc21	-0.7	-6.9	104.0	-1.8	-6.6	-3.7	.	0.0	-3.3
4	COCCSc1ccccc1C(=O)N1CCCC1	-6.6	18.2	102.0	-0.6	5.4	-6.4	-2.0	-10.0	2.0
5	C=CCN1C(=O)CS/C1=N\S(=O)(=O)c1ccc(Cl)cc1	-17.4	2.0	117.0	-1.3	3.0	-7.1	-9.1	15.1	0.4
6	CN(Cc1nc2ccccc2c(=O)[nH]1)Cc1cc(=O)oc2ccc3ccccc3c12	-0.9	12.9	96.0	-5.2	2.6	-4.8	-1.9	0.0	-4.6
7	CCn1c(=O)c2c(nc(SCC(=O)N3CCC(C)CC3)n2C)n(C)c1=O	-5.3	-1.4	100.0	-2.0	31.0	-24.6	-0.6	-0.4	-3.8
8	CC(C)(C)c1n[nH]c2c1CCCC2	-10.0	15.8	102.0	-2.8	18.3	-4.7	4.2	-4.2	-2.8
9	Cc1cc(C)n2cc(CSc3ccc(Cl)cc3)nc2n1	0.0	12.2	94.0	-0.9	7.8	-16.6	2.9	-11.3	-4.3
10	O=C1NC(=Nc2ccccc2)S/C1=C\c1cccnc1	-2.4	20.0	105.0	-3.9	23.1	-1.7	-3.0	-0.3	-2.8
11	COc1ccc(N(C(=O)c2ccc(Br)o2)C2C=CS(=O)(=O)C2)c(OC)c1 (stereo not given)	-1.4	-0.3	99.0	-1.0	-29.8	-2.6	2.9	3.4	-3.5
12	COc1ccc(NC(=O)c2cc([N+](=O)[O-])nn2Cc2ccccc2)c(C)c1	5.2	-34.6	108.0	-2.5	4.3	-1.6	3.6	3.0	-2.4
13	CCOC(=O)/C=C1\SCC(=O)N1Cc1ccc(Br)cc1	-12.2	6.9	99.0	-1.8	1.5	-21.9	0.7	13.7	-4.1
14	COc1cc(CN(C)CC2CCCN(CCc3ccc(F)cc3)C2)c(Cl)cc1O (stereo not given)	4.5	12.7	102.0	-0.4	7.8	1.0	4.0	1.0	-2.5
15	CCn1cc(C(=O)N[C@@H](CCSC)C(=O)NCCN2CCOCC2)c(=O)c2cc3c(cc21)OCO3	-15.6	-7.0	85.0	3.5	27.9	0.4	10.9	7.3	-0.4
16	CC(C)(C)NC(=O)C(c1ccco1)N(Cc1ccc2c(c1)OCO2)C(=O)c1snc(C(N)=O)c1N (stereo not given)	-18.8	19.5	101.0	-0.7	31.0	-35.6	1.6	1.7	-2.1
17	Nc1c([N+](=O)[O-])cc(-c2cnc[nH]2)cc1[N+](=O)[O-]	-6.9	-1.2	95.0	-3.0	8.0	-1.2	2.8	-1.1	-2.5
18	COc1ccc(C(=O)NCc2nnc(SC)n2Cc2ccccc2)cc1	-3.4	6.2	101.0	-2.6	24.8	-11.3	6.3	-3.8	-1.4
19	O=C(NCCCN1CCN(c2cccc(Cl)c2)CC1)C1CCC(=O)N1Cc1ccccc1Cl (stereo not given)	-4.1	23.1	.	0.9	-0.7	4.6	-2.1	-44.4	6.5*
20	COc1ccc(/C=C/C(=O)Nc2ccccc2)cc1S(=O)(=O)N1CCOCC1	-6.7	15.3	104.0	-3.3	36.8	-18.3	-8.1	-8.6	-3.3
21	COc1ccc(-c2[nH]ncc2CN(Cc2nccn2C)C(C)C)c(F)c1	-4.3	-7.0	83.0	-0.9	3.5	5.7	3.0	3.0	0.9
22	CCN1C(=O)N(c2cccc3ccccc23)C(C)=CC1(C)C	-1.8	-6.1	101.0	-2.5	20.3	-32.6	-1.9	8.6	-1.5
23	CN(C)C(=O)c1c2c(nc3ccccc13)CCCC2	-22.9	-9.3	98.0	-4.3	32.8	8.4	-0.6	0.0	-2.6
24	O=C(O)CSc1nnc(COc2cccc3cccnc23)n1-c1ccc(Cl)cc1	-4.5	19.9	99.0	-0.1	39.5	-43.6	4.1	3.9	-0.8
25	COc1ccccc1-n1c(SCC(=O)N2CCOCC2)nc(O)c(Cc2ccccc2)c1=O	19.9	5.5	98.0	-1.1	-14.2	-11.5	4.1	4.4	-1.2
26	COc1cc(/C=N/NC(=O)C[n+]2ccccc2)cc(OC)c1OC(C)=O	-4.0	4.8	73.0*[inhibitor]	-2.4	32.7	-1.2	6.1	2.3	-4.4
27	CCOC(=O)/C(C#N)=C/c1c(OCC)n(CC)c2ccccc12	11.4	-19.1	105.0	-1.3	-19.4	-13.1	6.2	4.8	-2.4
28	CSc1nc2ccccc2n1CC(=O)Nc1c(C)n(C)n(-c2ccccc2)c1=O	1.8	-8.2	.	3.7	13.6	-2.0	6.2	1.2	4.0
29	COc1ccc2nc(Nc3nc(CSc4nc5ccccc5[nH]4)cc(=O)[nH]3)nc(C)c2c1	-10.9	0.7	102.0	-1.9	1.9	-5.2	-15.4	5.8	-4.9
30	CNC(=O)NC(=O)C(C)OC(=O)CCCSc1nc2ccccc2s1 (stereo not given)	-3.7	5.3	94.0	-4.1	5.6	-34.5	-2.9	-6.7	-1.0
31	CCOC(=O)/C(C#N)=C/c1cn(CCC(=O)O)nc1-c1ccc(F)cc1	3.8	14.3	103.0	-1.4	52.7	-32.9	4.3	10.6	-2.9
32	CCOC(=O)C1CCN(C(=O)CCc2nnc3ccc(NCCCN4CCCC4=O)nn23)CC1	0.7	5.7	99.0	-1.1	35.9	-28.5	-0.2	12.5	-4.3
33	Cc1ccc(NC(=S)N(Cc2ccc(Cl)cc2)Cc2ccc(C(=O)O)cc2)cc1Cl	-4.0	-0.5	98.0	-2.1	14.5	-16.1	3.1	-14.1	0.0
34	Cc1onc(-c2ccccc2)c1C(=O)Nc1nc(-c2ccc(F)c(F)c2)cs1	-13.1	18.6	104.0	-1.9	33.6	-5.2	5.0	-5.9	-1.2
35	N#CCSc1nnc(-c2ccc3c(c2)OCO3)o1	-0.2	11.0	102.0	-5.1	36.8	-3.8	-0.4	19.8	-3.3
36	O=C(CN1CCN(S(=O)(=O)c2ccccc2)CC1)NCc1ccccc1	-1.5	4.3	92.0	-1.4	.	-25.5	4.3	18.2	-3.0

Part of the list above in another layout:
The line under a structure holds: pCIP destab, UBC9 SUMO inh, MEKK3 PB1 HTS, VIM-2 inh, PHOSPHO1 block, DNA FID counter, IDE cell activ, HCV NS3 hel inh, IMP-1 inhibitor
25) COc1ccccc1-n1c(SCC(=O)N2CCOCC2)nc(O)c(Cc2ccccc2)c1=O
 : 19.9, 5.5, 98.0, -1.1, -14.2, -11.5, 4.1, 4.4, -1.2
33) Cc1ccc(NC(=S)N(Cc2ccc(Cl)cc2)Cc2ccc(C(=O)O)cc2)cc1Cl
 : -4.0, -0.5, 98.0, -2.1, 14.5, -16.1, 3.1, -14.1, 0.0
26) COc1cc(/C=N/NC(=O)C[n+]2ccccc2)cc(OC)c1OC(C)=O
 : -4.0, 4.8, 73.0*[inhibitor], -2.4, 32.7, -1.2, 6.1, 2.3, -4.4
31) CCOC(=O)/C(C#N)=C/c1cn(CCC(=O)O)nc1-c1ccc(F)cc1
 : 3.8, 14.3, 103.0, -1.4, 52.7, -32.9, 4.3, 10.6, -2.9

Further compounds:
no.	Structure	pCIP destab	UBC9 SUMO inh	MEKK3 PB1 HTS	VIM-2 inh	PHOSPHO1 block	DNA FID counter	IDE cell activ	HCV NS3 hel inh	IMP-1 inhibitor
37	COc1ccc(/C=N/NC(=O)c2ccn[nH]2)cc1COc1ccc(Cl)cc1	-14.7	10.5	104.0	-3.0	19.1	-12.7	1.6	-14.2	-2.8
38	CCOc1ccc(Nc2nc(N)nc(CN(C)C3CCCCC3)n2)cc1	-7.7	17.0	97.0	-3.4	-12.2	-14.3	-6.0	-0.2	-1.4
39	Cc1cc2oc(=O)cc(CN(C)Cc3cccc(F)c3)c2cc1Cl	-7.2	8.4	108.0	-0.5	19.9	-24.6	3.5	-8.2	-2.9
40	O=C(OCc1ccccc1)/C(=C/c1cccc([N+](=O)[O-])c1)NC(=O)c1ccco1	-2.5	5.9	103.0	-1.5	.	-11.7	4.9	-6.0	-1.7
41	CCOC(=O)c1ccc(N/N=C/c2cc(Br)cc([N+](=O)[O-])c2O)cc1	9.3	3.4	89.0	-3.5	-23.2	3.7	3.3	-4.1	-2.5
42	Cc1ccc(-c2cc(-c3ccccc3)nc(N)c2C#N)o1	-25.3	-1.1	104.0	-1.8	35.6	-12.1	0.7	4.4	-1.6
43	CC(NCCCOc1cccc2ccccc12)c1ccccc1 (stereo not given)	-2.1	3.3	107.0	-0.9	3.1	34.5	6.5	-72.7	-2.2
44	CC(C)(C)C1CCc2c(sc(NC(=O)C3CC=CCC3C(=O)O)c2C#N)C1 (stereo not given)	4.9	12.9	98.0	-1.7	5.6	-7.4	-0.4	35.7	-4.1
45	CC(C)CN(C(=O)c1ccc(C(F)(F)F)cc1)c1c(N)n(CC(C)C)c(=O)[nH]c1=O	-11.8	9.9	99.0	0.9	12.0	-2.4	1.9	5.8	-1.2
46	CCCCn1c(-c2cccc3ccccc23)nc2cc3[nH]c(=O)c(C(C)C)nc3cc21	-4.5	10.0	96.0	-3.8	4.0	-30.0	1.2	1.6	-5.4
47	CCOc1ncccc1C(=O)OCc1ccc(C(=O)OC)o1	-6.5	2.2	100.0	-0.2	23.5	-7.9	-0.3	7.6	-2.5
48	CC1(C)CC(N2CCCC2)=CC(=[N+]2CCCC2)C1	-3.0	19.7	92.0	-2.0	5.6	-0.3	2.3	-5.0	0.6
49	CC(C)NC(=O)CC1C(=O)NCCN1CC(c1ccccc1)c1ccccc1 (stereo not given)	-12.3	11.9	98.0	3.0	26.2	-26.9	-5.7	-6.2	-0.1
50	CC(C)C(C)NC(=O)CN1C(=O)NC2(CCCc3ccccc32)C1=O (stereo not given)	-4.6	7.6	101.0	1.2	41.7	-2.6	1.0	2.2	-1.0
51	CCC(OC(=O)c1ccco1)C(=O)NC1CCCC1 (stereo not given)	-18.9	12.3	99.0	-0.1	31.0	-4.9	-1.0	-1.7	-0.2
52	CCC1(CC)NC(=O)N(CC(=O)Nc2ccc(S(=O)(=O)N3CCOCC3)cc2)C1=O	-6.2	-8.8	101.0	-2.6	22.8	0.0	7.9	5.2	-2.1
53	CCN1CCN(c2nc(S(=O)(=O)c3ccc(C)cc3)c(Cl)s2)CC1	-9.9	6.2	69.0	-1.8	24.9	7.4	1.8	-9.0	-3.2
54	COc1cc(CNCCSc2nnnn2C)cc(Br)c1OCc1ccccc1	-5.4	-19.6	104.0	-4.1	13.1	16.9	-0.5	-35.9	-1.5

An excerpt; count on the stated rates, not on these rows.
